Assay outcomes deposited in PubChem BioAssay by several laboratories.
Siah-1 displacement = blockers of Siah-1 interaction with plectin peptide – biochemical, fluorescence polarization, rhodamine-plectin, uHTS, primary screen (AID 1817); displacement, % at 20 µM; hits with a dose series show IC50 in µM; hit rate 0.02% among 290,000; Siah-1 / rhodamine-plectin peptide fluorescence polarization; higher % means a stronger effect;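 active = displacement of at least 50% at 20 µM, with a fluorescence ratio check between 0.3 and a set limit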;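 also: plate controls were Siah plus tracer with DMSO for no effect and tracer alone without Siah for full effect; strong numbers were not always called active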
Myeloid diff 2 = myeloid differentiation induction | calls only at 10 µM | ER-HoxA9 myeloid progenitors, lysozyme-GFP differentiation, flow cytometry | AID 624256 | hit rate 1% among 360,000;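 active = normalized GFP-positive differentiation at or above the plate's own cutoff, the solvent-only control mean plus 3 SD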;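 also: cells exposed to compound for four days before flow analysis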
AID2073 = disruptors of CaV2.2 binding to Mint1 – biochemical, HTRF (AID 2073); HTRF protein-protein interaction, Mint1-CaV2.2; higher % means a stronger effect; inhibition, % at 20 µM; hits with a dose series show IC50 in µM; hit rate 0.19% among 290,000; in the data active = inhibition mostly above about 51%, no sharp cut-off; also: some results filed as inactive read as strong as hits
XIAP antagonists = small molecules displacing peptide from XIAP – biochemical, IAP family, fluorescence polarization (AID 1018); XIAP BIR domain, fluorescence polarization peptide displacement; higher % means a stronger effect; displacement, % at 20 µM, or IC50 in µM where a hit was titrated; hit rate 0.007% among 200,000; in the data active = displacement above about 50%; also: a part of the inactive calls stands beside numbers as strong as those of hits
HEK293 NOD2/NF-kB = NOD2 signaling inhibitors, cell-based, luminescence, uHTS, HEK293 (AID 1566) | HEK293 NOD2/NF-kB luciferase reporter, luminescence; higher % means a stronger effect | hit rate 0.63% among 290,000 | inhibition, % at 4 µM; hits with a dose series show EC50 in µM; also: many of its hits are not listed in these tables
HIV peptide binding = inhibitors of HIV fusion peptide binding, primary screen, biochemical, uHTS, fluorescence dequenching (AID 1986); cell-free peptide binding, fluorescence dequenching, 30 min; higher % means a stronger effect; inhibition, % at 20 µM, or IC50 in µM where a hit was titrated; hit rate 0.3% among 290,000; in the data active = inhibition mostly above about 52%, no sharp cut-off; inactive = mostly below about 76%; also: some results filed as inactive read as strong as hits
LYP inhibition = inhibitors of LYP phosphatase, biochemical, fluorescence intensity, uHTS (AID 1779) | recombinant LYP phosphatase, fluorescence intensity; higher % means a stronger effect | inhibition, % at 11.5 µM; hits with a dose series show IC50 in µM | hit rate 0.054% among 290,000;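 also: plate controls were vehicle with enzyme for no effect and no enzyme for full effect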
Hep lipid drop = modulators of hepatic lipid droplet formation. AML12 mouse hepatocytes, oleate lipid droplets, BODIPY imaging. inhibition, % at 6.5 µM. hit rate 0.4% among 240,000;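 active = lipid droplet intensity inhibited by at least 50%, with more than 500 cells counted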
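Assay system: AML12 mouse liver cells | Compound: 6.5 µM single-point dosing | Schedule: Overnight exposure | Technique: Fluorescence imaging, 20x objective, two fields per well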
NS5 inhibitors = Dengue-2 NS5 methyltransferase inhibitors, primary screen, biochemical, confirmation dose response (AID 588689). Dengue-2 NS5 methyltransferase capping enzyme assay, biochemical; higher % means a stronger effect. one-dose inhibition, % at 25 µM; IC50 in µM for titrated hits. hit rate 0.3% among 340,000; in the data active = a potency from the dose series
Hep lipid drop cells 6.5 µM = recorded beside Hep lipid drop, whose call it bears; cell count; measured here: cell count, cytotoxicity flag;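 cells counted across two imaged fields per well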
Myeloid diff 2 GFP+ MAC1+ % = also measured in Myeloid diff 2; calls as there; GFP+ MAC1+ double positive, %; measured here: differentiation confirmed by MAC1 staining
Starred values were filed as active, the others as inactive; i = inactive; · = no result given; + = active, no number. Rule as the data show it, unless noted: active = inhibition above about 50%; inactive = the rest. This is a subset; count on the stated rates, not on these rows.

Every second line gives: Myeloid diff 2 GFP+ MAC1+ %, Hep lipid drop cells 6.5 µM, XIAP antagonists, LYP inhibition, HEK293 NOD2/NF-kB, Hep lipid drop, Siah-1 displacement, NS5 inhibitors, AID2073, Myeloid diff 2, HIV peptide binding
> CCCc1ccc(OCC(O)CN2CCN(C(=O)OCC)CC2)cc1 (configuration not stated)
    ·, 857, ·, -8%, -5%, -9, 2%, 2%, -7%, ·, 0.7%
> Cc1cc(C(=O)OCC(=O)Nc2cccc(S(=O)(=O)N(C)C)c2)c(C)o1
    0.7, 682, ·, -5%, 20%, 10, 15%, -1%, 0%, i, -1.8%
> CC(C)CCC(C(=O)O)C(C)CC(=O)Nc1ccn(-c2ccccc2)n1 (configuration not stated)
    0.3, 653, ·, -1%, 7%, -30, 11%, -10%, -2%, i, 1.2%
> COC(=O)c1c(NC(=O)c2ccc(OC(C)C)cc2)sc2c1CC(C)(C)NC2(C)C
    8.7*, 638, -9.4%, -5%, 7%, -1, -2%, 0%, -8%, +, 0.5%
> COc1cccc(C(=O)NNC(=O)C(=O)Nc2cccc3ccccc23)c1
    ·, ·, ·, 0%, 9%, ·, -3%, 0%, -1%, ·, 6.3%
> O=C(/C=C/c1ccc2c(c1)OCO2)NCCSCc1cccc(Cl)c1
    0.4, ·, -5.1%, -2%, -68%, ·, 0%, -5%, 4%, i, -0.3%
> O=C(CCN1CCCCC1)Nc1cccc(Cl)c1
    0.5, 788, -3.0%, -7%, -10%, -2, -4%, 1%, 6%, i, -1.6%
> COc1cc(C2NC(=O)NC(C)=C2C(=O)OC2CCCCC2)cc(Cl)c1O (configuration not stated)
    0.8, 801, ·, -7%, 22%, 1, 3%, 0%, 1%, i, -1.9%
> CC(=O)N1CCN(Cc2nc3cc(NC(=O)c4ccccc4)ccc3n2C)CC1
    0.5, ·, -5.7%, -3%, -10%, ·, -3%, 1%, 3%, i, 0.2%
> Cc1cc(C(=O)N/N=C/c2ccc([N+](=O)[O-])cc2)c(C)o1
    0.2, 726, -4.4%, 0%, 5%, 8, 2%, ·, -1%, i, -2.0%
> Cn1c(Cn2nnc3ccccc32)nnc1SCC(=O)N1c2ccccc2Sc2ccccc21
    1.2, ·, -7.8%, -4%, 10%, ·, 0%, -7%, 1%, i, -0.7%
> COc1ccc(OCC(O)Cn2cnc(-c3ccc(Br)cc3)c2)cc1 (configuration not stated)
    1.0, 737, 1.9%, -2%, 15%, -4, -4%, -4%, -9%, i, -3.2%
> CC(=O)c1c(C)n(-c2ccccc2Br)c2ccc(O)cc12
    0.9, 822, ·, -4%, 16%, -1, -2%, -3%, 15%, i, -2.7%
> CCSc1nc2c(c(=O)[nH]1)C(c1ccncc1)C(C(=O)OC)=C(C)N2 (configuration not stated)
    0.4, ·, -7.3%, -5%, 12%, ·, 2%, -7%, 5%, i, 1.9%
> COC(=O)c1sccc1N/N=C/c1ccc(OC)c(OC)c1OC
    0.3, 641, 1.3%, -2%, -38%, -12, 21%, 0%, 14%, i, -4.2%
> Cc1cccc(OCCCC(=O)Nc2nnc(C3CCCO3)s2)c1C (configuration not stated)
    0.6, 807, ·, 0%, 2%, -6, 3%, -4%, 6%, i, 0.1%
> O=C(NCc1cccnc1)c1cc2nc(-c3ccc4c(c3)OCO4)cc(C(F)(F)F)n2n1
    0.2, 644, -3.8%, 0%, 24%, 24, 11%, 0%, 8%, i, -3.5%
> Cc1cc(C)n(C(=O)c2ccc([N+](=O)[O-])cc2Cl)n1
    0.9, 830, ·, -7%, -13%, 5, -9%, -11%, 9%, i, -2.5%
> O=C(/C=C/c1ccc(F)cc1)NC(=S)Nc1ccccc1C(=O)NC1CCCCC1
    1.3, ·, -4.6%, -5%, 4%, ·, -3%, -7%, 16%, i, -2.0%
> O=[N+]([O-])c1cccc2nc(-c3ccccc3)c(-c3ccccc3)nc12
    0.4, 804, ·, -5%, -13%, -14, 1%, -9%, 5%, i, -3.2%
> CCOC(=O)CC1(C)NC(=O)c2c(C)sc(C(=O)OCC)c2N1 (configuration not stated)
    1.2, ·, -0.5%, -4%, -34%, ·, 3%, 3%, 14%, i, -2.2%
> COc1ccc(CCNc2ccc([N+](=O)[O-])cn2)cc1
    0.4, 794, ·, -8%, 0%, -2, 2%, -2%, 0%, i, -0.4%
> O=C(CSc1ncccn1)Nc1ccc(S(=O)(=O)N2CCCCC2)cc1
    4.3, ·, 0.8%, -11%, 11%, ·, 2%, -10%, -1%, i, 1.4%
> CCOC(=O)C1CC(c2ccccc2)=NNC1=O (configuration not stated)
    0.2, 739, -1.7%, -11%, 15%, -18, 0%, -1%, 0%, i, 1.0%
> O=C(N/N=C/c1ccc(N2CCOCC2)s1)c1ccccc1Br
    0.3, 666, -6.1%, 1%, 4%, -15, -2%, -7%, 13%, i, 32%
> COC(=O)Cc1cccc2c(=O)c3ccccc3oc12
    0.8, 427, ·, 1%, -14%, -6, -2%, -3%, 5%, i, -2.0%
> CCCCc1nnc(NC(=O)C23CC4CC(CC(NC(C)=O)(C4)C2)C3)s1
    2.5, 709, ·, -11%, -1%, 4, 8%, 4%, 7%, i, -0.9%
> S=c1nc(C2CCCCC2)n(-c2ccccc2)[nH]1
    ·, 674, -3.2%, -5%, 0%, -1, -2%, -1%, -5%, ·, 0.5%
> CCOC(=O)Cn1nnc(-c2ccc([N+](=O)[O-])cc2)n1
    0.6, 764, -5.9%, -5%, 16%, 12, 0%, 0%, -5%, i, -0.7%
> O=C(c1ccc(-c2nnc(-c3ccccc3)o2)cc1)N1CCCCCC1
    0.2, ·, -4.2%, -8%, -89%, ·, 1%, -3%, 3%, i, -0.7%
> CC(=O)c1ccc(NC(=O)C(=O)c2cn(CC(=O)N3CCCCC3)c3ccccc23)cc1
    0.9, 712, -3.3%, -3%, -1%, 14, 15%, -6%, 40%, i, 6.9%
> Cc1cc(=O)oc2c3c(cc(OCC(=O)NCC(=O)N[C@H](C(=O)O)C(C)C)c12)OC(C)(C)CC3
    0.4, 807, ·, -15%, 24%, -2, 0%, 0%, 44%, i, -0.4%
> CCOC(=O)N1CCN(S(=O)(=O)c2ccc(C(=O)Nc3sc4c(c3C(N)=O)CCN(CC)C4)cc2)CC1
    0.7, 669, ·, 5%, 5%, -1, 4%, -14%, 43%, i, 0.7%
> CCOc1cccc(NC(=O)CSc2sc3c(O)cc(=O)[nH]c3c2C#N)c1
    0.4, 773, ·, -4%, 1%, 1, -5%, -8%, 49%, i, 19%
> O=C(Oc1cccc2c(=O)[nH]ccc12)c1ccccc1
    0.9, ·, -1.8%, -6%, 0%, ·, 3%, 3%, 5%, i, -0.7%
> O=Cc1c(N2CCSCC2)nc2ccccn2c1=O
    0.6, 720, ·, -7%, 9%, -14, 12%, 2%, -14%, i, 1.9%
> CN(C(=O)CSC1=NC2C(N=N1)c1cc(Br)ccc1N2C)C1CCCCC1 (configuration not stated)
    1.0, 608, -14%, -3%, -4%, -4, 21%, 5%, 2%, i, 3.3%
> COc1ccc(NC(=O)Nc2nccs2)cc1
    3.7, 697, -7.6%, 1%, -69%, -8, 4%, -6%, 1%, i, -2.3%
> C=CCSc1ncccc1C(=O)NCCc1ccccc1
    0.2, 814, ·, -5%, -2%, -13, 5%, -7%, -7%, i, 0.0%
> O=C(Nc1nnc(-c2ccccc2Cl)o1)c1nc2ccccc2s1
    1.7, 665, -9.6%, 8%, -16%, -11, -8%, 8%, 24%, i, 42%
> CCOc1ccc(NC(=O)CSc2n[nH]c(N)n2)c([N+](=O)[O-])c1
    0.3, 597, -12%, 0%, 0%, 23, -7%, 1%, -6%, i, 1.7%
> Cc1ccc(SCC(=O)Nc2cccc(C)c2)cc1
    0.5, 702, -5.9%, 0%, -12%, -7, -2%, -10%, 3%, i, -0.4%
> O=C(CN1CCC(C(=O)c2ccc3c(c2)OCCO3)CC1)NCc1ccccc1
    1.3, 697, ·, -9%, 13%, -4, 9%, 1%, -6%, i, 0.2%
> Cc1cc(C(=O)COC(=O)C2=NN(c3ccccc3)C(=O)CC2)c(C)n1CC(F)(F)F
    0.9, 701, -1.7%, -1%, 15%, -18, 0%, -4%, 15%, i, 2.8%
> CC(C)CN(C(=O)CN1CCN(c2ccc([N+](=O)[O-])cc2)CC1)c1c(N)n(CC(C)C)c(=O)[nH]c1=O
    0.2, 706, 0.3%, -4%, 9%, 4, 5%, 5%, -5%, i, 0.3%
> Nc1c(Cl)cc(-c2csc(N3CCCC3c3nc4cc(Cl)c(Cl)cc4n3CCOCCO)n2)cc1Cl (configuration not stated)
    1.7, ·, ·, -5%, -10%, ·, 1%, -7%, -5%, i, 3.9%
> COc1ccc(S(=O)(=O)n2nc(OC(=O)c3c(-c4ccccc4Cl)noc3C)cc2N)cc1
    2.1, ·, -10%, -3%, -18%, ·, 1%, -3%, 5%, i, 0.1%
> C[C@]12C(=O)N(c3ccccc3)C(=O)N1[C@@H]1c3ccccc3OC[C@@H]1[C@H]2c1ccccc1
    2.3, 818, ·, -5%, -3%, 2, -1%, -13%, 8%, i, -0.8%
> OC(COc1ccc(OCC(O)CN2CCCCCC2)cc1)CN1CCCCCC1 (configuration not stated)
    0.0, ·, -5.3%, -15%, 23%, ·, 1%, ·, 0%, i, -1.8%

Entries above that have an NH in an aromatic ring (six):
Every second line gives: Myeloid diff 2 GFP+ MAC1+ %, Hep lipid drop cells 6.5 µM, XIAP antagonists, LYP inhibition, HEK293 NOD2/NF-kB, Hep lipid drop, Siah-1 displacement, NS5 inhibitors, AID2073, Myeloid diff 2, HIV peptide binding
> CCSc1nc2c(c(=O)[nH]1)C(c1ccncc1)C(C(=O)OC)=C(C)N2 (configuration not stated)
    0.4, ·, -7.3%, -5%, 12%, ·, 2%, -7%, 5%, i, 1.9%
> S=c1nc(C2CCCCC2)n(-c2ccccc2)[nH]1
    ·, 674, -3.2%, -5%, 0%, -1, -2%, -1%, -5%, ·, 0.5%
> CCOc1cccc(NC(=O)CSc2sc3c(O)cc(=O)[nH]c3c2C#N)c1
    0.4, 773, ·, -4%, 1%, 1, -5%, -8%, 49%, i, 19%
> O=C(Oc1cccc2c(=O)[nH]ccc12)c1ccccc1
    0.9, ·, -1.8%, -6%, 0%, ·, 3%, 3%, 5%, i, -0.7%
> CCOc1ccc(NC(=O)CSc2n[nH]c(N)n2)c([N+](=O)[O-])c1
    0.3, 597, -12%, 0%, 0%, 23, -7%, 1%, -6%, i, 1.7%
> CC(C)CN(C(=O)CN1CCN(c2ccc([N+](=O)[O-])cc2)CC1)c1c(N)n(CC(C)C)c(=O)[nH]c1=O
    0.2, 706, 0.3%, -4%, 9%, 4, 5%, 5%, -5%, i, 0.3%
